Assay outcomes as filed in PubChem BioAssay.
N370S GC = N370S glucocerebrosidase modulation, Gaucher chaperone candidate; AID 2101; P04062; 330,000 tested, 0.092% active; Potency, µM (top dose mostly 59.4 µM), for inactives: at the highest dose activity change, negative = inhibition, actives largely listed as inhibitors; N370S GC spleen homogenate, 4MU-glucoside fluorescence;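 also: 0% = full enzyme activity and -100% = no enzyme basal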
TDP1 inh = TDP1 (human) enzyme inhibition | Potency, µM (top dose mostly 130 µM), without a hit: at the top dose activity change, negative = inhibition, actives largely listed as inhibitors | Q9NUW8 | AID 485290 | 350,000 tested, 0.28% active | recombinant TDP1, AlphaScreen DNA substrate cleavage; also: nearly all actives have a fitted effect of over 40% in size
Target sequence (Q9NUW8 whole entry, looked up): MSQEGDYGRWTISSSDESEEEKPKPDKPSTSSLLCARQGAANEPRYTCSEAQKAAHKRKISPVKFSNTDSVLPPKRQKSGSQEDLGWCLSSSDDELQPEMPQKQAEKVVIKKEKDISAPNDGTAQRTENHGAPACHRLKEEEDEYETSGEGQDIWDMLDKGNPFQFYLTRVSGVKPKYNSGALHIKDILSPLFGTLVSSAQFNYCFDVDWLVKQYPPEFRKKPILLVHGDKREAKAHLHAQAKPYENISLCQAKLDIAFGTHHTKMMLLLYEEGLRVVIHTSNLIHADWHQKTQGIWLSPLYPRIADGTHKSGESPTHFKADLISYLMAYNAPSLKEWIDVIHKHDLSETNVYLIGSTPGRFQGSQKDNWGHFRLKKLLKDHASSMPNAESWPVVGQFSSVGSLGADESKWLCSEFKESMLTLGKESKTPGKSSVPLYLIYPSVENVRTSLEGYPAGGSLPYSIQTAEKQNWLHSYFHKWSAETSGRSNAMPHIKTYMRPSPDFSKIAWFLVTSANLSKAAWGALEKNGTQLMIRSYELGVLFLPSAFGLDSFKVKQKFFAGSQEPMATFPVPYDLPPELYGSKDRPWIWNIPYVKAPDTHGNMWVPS
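Here, a 5' biotin and 3' phosphotyrosine-FITC DNA oligonucleotide reports Tdp1 activity: intact substrate bridges AlphaScreen beads, while cleavage leaves a 3' phosphate and drops signal. All incubations at room temperature.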
TDP1 cell noCPT = qHTS for Inhibitors of human tyrosyl-DNA phosphodiesterase 1 (TDP1): qHTS in cells in absence of CPT; Potency, µM (titrated, usually from 46.2 µM), inactives show top-dose activity change, negative = growth inhibition, most hits filed as inhibitors; 420,000 tested, 15% active; DT40 Tdp1-/- hTDP1 cells, no CPT, ATP luminescence, 48 h; AID 686978, 2013; also: nearly all actives have a fitted effect of over 55% in size
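Compound effects on proliferation are scored in DT40 Tdp1-/-;hTDP1 cells in the absence of CPT. ATP levels (CellTiter-Glo luminescence) are recorded after a ≥48 hr, 37 °C incubation.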
Active calls of the source: *; ? = inconclusive; . = not tested or not shown; [ ] = another dose, or the depositor's remark. Calls follow the shape of the dose curve; as a rule, active = well fitted curve in the direction sought with a large enough effect; inconclusive = small, poorly fitted or top-dose-only effect, or another doubt; inactive = no such curve, though single readings can be large; an effect the other way counts as inactive or inconclusive. Unless noted, % is scaled to controls: 0 for no effect and ±100 for the full control effect; potency is read from the fitted curve at half-maximal effect. The list is partial. The share of hits here may be higher or lower than overall.

compound	TDP1 cell noCPT	N370S GC	TDP1 inh
COc1ccc(C2C(C(=O)OCC(=O)N3CCCCC3)CCC(=O)N2c2ccc(OC)cc2)cc1 (stereo not given)	-12%	1%	-5%
Cc1ccc(NC(=O)n2ncc3c(C)cccc32)cc1F	-4%	-10%	.
CCN(CC)S(=O)(=O)c1ccc(Nc2nc3ccccc3n3nnnc23)cc1	16µM*	-15%	4%
COc1cccc(CN2CCN(C(=O)c3cc(-c4ccccn4)nc4ccc(Cl)cc34)CC2)c1	18µM*	-24%	5%
CCOc1ccc(NC(=O)CSc2nnc(Cc3csc(C)n3)o2)cc1	9%	-4%	4%
Cc1cccc(C(=O)OCC(=O)NNC(=O)c2cccs2)c1O	2%	3%	-21%
COc1ccc(-c2nc3cnc(N4CCOCC4)nc3n(Cc3cccc(OC)c3)c2=O)cc1	-19%	-1%	.
CCOc1ccc(NC(=O)C2CCN(C(=O)N3CCOc4ccccc43)CC2)cc1	21µM*	-1%	.

compound	TDP1 cell noCPT	N370S GC	TDP1 inh
Cc1cccc(NC(=O)Cn2c(=O)n(Cc3ccc4c(c3)OCO4)c(=O)c3oc4ccccc4c32)c1C	7.3µM*	.	-5%
O=C(O)C1Cc2ccccc2CN1S(=O)(=O)c1ccc2ccccc2c1 (stereo not given)	-7%	21%	.
Clc1ccc(SCc2cn3cccnc3n2)cc1	-16%	?	5%
CCCn1c(=O)c2ccccc2n2c(SC(C)C(N)=O)nnc12 (stereo not given)	5%	-7%	4%
c1ccc(Nc2nc(-c3ccccc3)ns2)cc1	-18%	-7%	-1%[0.0935 µM]
CN1CCN(C(=O)c2cnn(-c3cccc(Cl)c3)c2C2CCN(C(=O)OC(C)(C)C)CC2)CC1	-22%	.	-7%
O=C(NCCCNC(=O)c1ccc(-c2cccc(Cl)c2)o1)c1cnccn1	?	0%	.
O=S(=O)(NCC1CCCO1)c1ccc(S(=O)(=O)N2CCc3ccccc3C2)cc1 (stereo not given)	10%	-9%	0%

compound	TDP1 cell noCPT	N370S GC	TDP1 inh
CCNc1ncc2nc(-c3cn(C)c4ccccc34)c(=O)n(C[C@H]3CCCO3)c2n1	-3%	0%	.
CCOC(=O)C1=C(CSc2nncn2C)NC(=O)NC1c1cc(OCC)ccc1OCC (stereo not given)	-1%	4%	4%
CCC(=O)Nc1nnc(SCC(=O)NCCc2ccc(OC)c(OC)c2)s1	-12%	2%	8%
CN1C(C(=O)NCc2ccccc2)CC2Cn3c(nc4cc5ccccc5cc43)C21 (stereo not given)	?	-2%	2%
COc1cc(/C=C/C(=O)OCC(=O)NCc2ccccc2OC)ccc1O	-11%	-6%	.
COc1ccccc1NS(=O)(=O)c1ccc(Cl)c(NC(=O)CN2C(=O)c3ccccc3C2=O)c1	0%	27%	2%
COc1ccc(NC(=O)N2CCCC3(CCN(S(=O)(=O)c4ccccc4)CC3)C2)cc1	-27%	-8%	.
COc1cccc(NC(=O)CSc2ncnc3c2cnn3Cc2ccccc2)c1	?	20%	4%

compound	TDP1 cell noCPT	N370S GC	TDP1 inh
COC(=O)c1ccncc1C(=O)Nc1ccc(OC)cc1	-27%	-3%	-3%
O=C(COC(=O)/C=C/c1ccccc1Cl)Nc1cccnc1Cl	3%	.	0%
Cc1cc(N2CCN(C)CC2)nc2ccc(NC(=O)CCC3CCCC3)cc12	?	-2%	.
Cc1c(CCO)c(=O)[nH]n1C(=O)c1c(F)cccc1F	?	0%	-3%
O=C(COC(=O)CNS(=O)(=O)/C=C/c1ccccc1)Nc1cc(S(=O)(=O)N2CCCCC2)ccc1Cl	0%	10%	5%
COc1cc(CCC(=O)OCC(=O)Nc2c(C)cc(C)cc2C)cc(OC)c1OC	7%	15%	3%
CC(=O)Nc1ccc(OS(=O)(=O)c2ccccc2C)cc1	?	0%	-3%
CCNC(=S)NNC(=O)c1cc(C)on1	-18%	5%	3%

compound	TDP1 cell noCPT	N370S GC	TDP1 inh
O=C(CNC(=O)c1ccc(Cl)cc1Cl)OCc1nnc(-c2ccccc2)o1	-5%	-15%	0%
Cc1ccc(-c2nc(C3CCN(S(C)(=O)=O)CC3)no2)cc1	-25%	4%	4%
O=C(NC1CC(=O)N(c2ccc(F)cc2)C1)c1ccc2c(c1)OCO2 (stereo not given)	-18%	.	8%
CC(=O)c1cccc(NC(=O)COC(=O)COc2c(Cl)cc(Cl)c3ccc(C)nc23)c1	?	0%	5%
Cc1c(NC(=O)C(c2ccccc2)c2ccccc2)cccc1C(=O)O	21%	2%	1%
COc1cccc(COC(=O)C2CCN(S(=O)(=O)c3ccc(C)cc3C)CC2)c1OC	-17%	3%	-5%
N#CCSc1ccccc1NC(=O)COC(=O)Cc1c[nH]c2ccccc12	-4%	.	3%
CC1CCc2c(sc(NC(=O)c3cc4nc(-c5ccc(Cl)cc5)cc(C(F)(F)F)n4n3)c2C#N)C1 (stereo not given)	-29%	.	5%

compound	TDP1 cell noCPT	N370S GC	TDP1 inh
O=c1c2cn[nH]c2nc(SCc2cc(=O)n3cc(Br)ccc3n2)n1-c1ccc(Br)cc1	?	-2%	5%
O=c1c2cc3c(cc2[nH]c(=S)n1CCN1CCOCC1)OCO3	-7%	21%	0%
CC(=O)C1=C(c2ccccc2)NC(=S)NC1c1cc(Cl)c(OC(C)C)c(Cl)c1 (stereo not given)	?	-9%	7%
O=C(Nc1ccc(Oc2c(F)c(F)c(F)c(F)c2F)cc1)OC1CCN2Cc3ccccc3N=C12 (stereo not given)	2.3µM*	?	9%
COc1cccc2sc(Nc3nnc(-c4ccc(F)cc4)o3)nc12	5.8µM*	?	3%
CCOC(=O)C1CCN(C(=O)Cn2cc(C(=O)c3ccco3)c3ccccc32)CC1	-9%	?	3%
Cc1ccc(OCC(=O)N/N=C\c2cn(C)c3ccccc23)c([N+](=O)[O-])c1	15µM*	22%	7%
COc1ccccc1NC(=O)CN1CCOCC1	15%	0%	.

compound	TDP1 cell noCPT	N370S GC	TDP1 inh
COc1ccc(Cl)cc1S(=O)(=O)Nc1cccc(-c2ccc(N3CCCC3)nn2)c1	-16%	.	2%
Cc1ccc(-c2cn3nc(N4CCCC(C(=O)NCc5ccc(F)cc5)C4)sc3n2)cc1 (stereo not given)	?	.	6%
COc1ccc(NS(=O)(=O)c2cc(C(=O)N3CCC3)ccc2C)cc1	14%	.	4%
CCc1nc2ccccc2c(C(=O)OC2CCOC2=O)c1C (stereo not given)	-1%	10%	2%
CCC1CCC2(CC1)NC(=O)N(CC(=O)N1CCc3ccccc31)C2=O (stereo not given)	?	.	0%
O=C(NCC1CCCO1)c1sc2ccccc2c1Cl (stereo not given)	-28%	6%	5%
Nc1c(C(=O)c2ccc(Cl)cc2)sc2c1c(=O)[nH]c(=O)n2-c1ccccc1	0%	3%	5%
CCc1ccccc1OCC(=O)NC1CCCC1	?	10%	-2%

Reprinted at random: 2 entries already listed
compound	TDP1 cell noCPT	N370S GC	TDP1 inh
Nc1c(C(=O)c2ccc(Cl)cc2)sc2c1c(=O)[nH]c(=O)n2-c1ccccc1	0%	3%	5%
CCc1ccccc1OCC(=O)NC1CCCC1	?	10%	-2%

(cont.)
compound	TDP1 cell noCPT	N370S GC	TDP1 inh
O=C(CSc1ccc2c(c1)OCCO2)NCC1CCCO1 (stereo not given)	-5%	8%	2%
NS(=O)(=O)c1ccc(NS(=O)(=O)c2ccc(Br)cc2)cc1	1%	-7%	12%
O=C1c2cccc3cccc(c23)C(=O)N1c1ccc(O)cc1	5%	-4%	-19%
CS(=O)(=O)NC1CCN(Cc2ccccc2)CC1	3%	0%	8%
O=C1C(Cl)=C(N2CCOCC2)C(=O)N1c1ccccc1	?	-1%	1%
Cc1occc1C(=O)NNC(=S)Nc1ccccc1	-13%	21%	1%
Cc1cc(C)n(-c2nc(NCCC(C)C)c3c4c(sc3n2)COC(C)(C)C4)n1	16µM*	4%	0%
CN(C)S(=O)(=O)c1cccc(NC(=O)CCSc2ccc(Cl)cc2)c1	?	6%	-6%

compound	TDP1 cell noCPT	N370S GC	TDP1 inh
Cc1ccc(C(=O)Nc2ccc(O)c(C(=O)O)c2)o1	-2%	1%	.
O=C(OCCCOC(=O)c1ccccc1O)c1ccccc1O	.	-5%	18µM*
Cc1onc(-c2ccccc2Cl)c1C(=O)N1CCCC1	-20%	-5%	8%
O=C(Nc1ccncc1)c1cccc(F)c1	?	-3%	2%
O=C(Nc1ccc(N2CCOCC2)cc1)C1CC(=O)N(c2ccc(F)cc2)C1 (stereo not given)	9%	3%	8%
CCCCOc1ccc(S(=O)(=O)NCc2csc(C)n2)cc1	23µM*	4%	6%
O=C(c1ccc(S(=O)(=O)N2CCCC2)cc1)N1CCN(c2ccccc2F)CC1	?	1%	3%
O=C(Nc1ccc(F)cc1)c1cccc2c1C(=O)N(CC1CCCO1)C2 (stereo not given)	-30%	7%	.

compound	TDP1 cell noCPT	N370S GC	TDP1 inh
CN(CC(=O)NCc1ccco1)S(=O)(=O)c1ccc(F)cc1	5%	-2%	0%
COc1ccc(CNC(=O)CN(C(=O)CCC(=O)Nc2ccccn2)c2ccc3c(c2)OCO3)cc1	-24%	-4%	6%
CCOC(=O)N1CCc2c(sc3nc4n(c(=O)c23)N=C(C)CS4)C1	-27%	-7%	-1%
CCOC(=O)C1=C(C)OC(N)=C(C#N)C1c1c(C)nn(-c2ccccc2)c1Cl (stereo not given)	?	-2%	5%
Cc1ccc(NS(=O)(=O)c2cc(-c3cc(C)no3)ccc2C(C)C)nc1	-16%	-7%	2%
O=C(COc1ccccc1)NS(=O)(=O)c1ccccc1	-14%	-2%	6%
CCOCCOCN(C#N)c1nc(OC)nc(N(C)C)n1	-12%	-5%	7%
COc1ccccc1-c1nc(SCC(=O)Nc2ccccc2F)n[nH]1	?	30%	4%

compound	TDP1 cell noCPT	N370S GC	TDP1 inh
COc1ccccc1NC(=O)CN1C(=O)C(C)SC(C)C1=O (stereo not given)	-5%	-3%	3%
CCOC(=O)c1c(S(=O)(=O)N2CCCCC2C)c(C)n(C)c1C (stereo not given)	10µM*	-7%	3%
Cc1ccc(-c2nc3n(n2)C(c2ccccc2C)C=C(c2ccc(Cl)cc2)N3)cc1 (stereo not given)	23µM*	.	5%
CC(C)(C)c1ccc(Cn2nnc3c(=O)[nH]c(C4CCCN(C(=O)c5ccco5)C4)nc32)cc1 (stereo not given)	?	8%	.
COc1ccc(-c2coc3c(CN4CCCCC4C)c(O)ccc3c2=O)cc1 (stereo not given)	18µM*	8%	.
Cc1ccc2nc(SCC(=O)NCc3ccccc3Cl)nc(=O)n2c1	-2%	-3%	.
Cc1occc1C(=O)N1CCN(c2ccccc2)CC1	0%	5%	3%
CC(NC(=O)C1CCCCC1)C(c1cccs1)N1CCN(C)CC1 (stereo not given)	-7%	-7%	.

compound	TDP1 cell noCPT	N370S GC	TDP1 inh
COc1cc2c(cc1NC(=O)CN(C)Cc1nc3ccccc3c(=O)[nH]1)oc1ccccc12	23µM*	-18%	6%
N#Cc1ccc(NC(=O)Cn2cnc(S(=O)(=O)N3CCCCC3)c2)cc1	-10%	-13%	0%
COc1ccc(CCNS(=O)(=O)c2cccc([N+](=O)[O-])c2)cc1	5%	-2%	3%
C[C@H](NC(=O)c1nc[nH]c1C(=O)N1CCNCC1)C(=O)OCc1ccccc1	6%	-1%	1%
Cc1n[nH]c(C)c1S(=O)(=O)N(CC(=O)NC(C)c1ccccc1)c1ccc(C(C)C)cc1 (stereo not given)	?	.	0%
Cc1ccccc1NC(=O)NCCCN1CCN(C)CC1	12%	-3%	.
Cc1c(C(=O)N2CCCC2)oc2ccc(Br)cc12	-5%	1%	1%
CC(C)Cc1nc(N2CCCCC2)c(C#N)c2c1CCC2	-19%	-11%	0%

compound	TDP1 cell noCPT	N370S GC	TDP1 inh
CCC(C)N(C(=O)CSc1ncnc2c1cnn2-c1ccccc1)C1CCS(=O)(=O)C1 (stereo not given)	-15%	-15%	.
Cc1ccc(S(=O)(=O)CCC(=O)OCC(=O)N(C)C2CCS(=O)(=O)C2)cc1 (stereo not given)	-9%	0%	-1%
CCN(CC(=O)Nc1ccc(OC)cc1)C(=O)COc1cccc2c1OC(C)(C)C2	-21%	-5%	10%
CC(=O)Nc1ccc(S(=O)(=O)Nc2cc([N+](=O)[O-])ccc2C)cc1	?	-1%	-5%
Cc1ccc(C)c(N2CCN(Cc3csc(C)c3)CC2)c1	23µM*	.	3%
c1ccc(Nc2nc(-c3ccccc3)nc3ccccc23)cc1	0%	?	.

Part of the list above, with values under each structure.
Results follow in this order: TDP1 cell noCPT	N370S GC	TDP1 inh
Cc1ccc(C)c(N2CCN(Cc3csc(C)c3)CC2)c1
 : 23µM*	.	3%
c1ccc(Nc2nc(-c3ccccc3)nc3ccccc23)cc1
 : 0%	?	.
CCC(C)N(C(=O)CSc1ncnc2c1cnn2-c1ccccc1)C1CCS(=O)(=O)C1 (stereo not given)
 : -15%	-15%	.
Cc1ccc(S(=O)(=O)CCC(=O)OCC(=O)N(C)C2CCS(=O)(=O)C2)cc1 (stereo not given)
 : -9%	0%	-1%
CCN(CC(=O)Nc1ccc(OC)cc1)C(=O)COc1cccc2c1OC(C)(C)C2
 : -21%	-5%	10%
